Rpn11 block = blocks the human proteasome subunit Rpn11. calls only at 20 µM. O00487. human 26S proteasome, Ub4-pepOG fluorescence polarization; 20S core pre-blocked with epoxomicin. hit rate 0.59% among 360,000;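 active = inhibition at 20 µM, scaled to each plate's controls, above about 33%, limit read from the data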
Neddylation inh = blocks human cullin neddylation; TR-FRET cullin neddylation, biochemical; calls only at 25 µM; hit rate 0.58% among 360,000; AID 651699; in the data active = inhibition above about 36%
CSN inh = CSN deneddylation inhibition; Purified CSN, SCF-Nedd8-OG deneddylation, fluorescence polarization; inhibition, % at 12.5 µM; hit rate 0.38% among 360,000;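 active = pattern-corrected inhibition above about 35%, with an unprinted fluorescence ratio check between 0.5 and 1.5, limit read from the data, passing the limit was not always enough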;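 note: 0% = enzyme with substrate and 100% = substrate without enzyme; some results filed as inactive read as strong as hits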
Target sequence (Q92905 whole entry, looked up, one chain of several): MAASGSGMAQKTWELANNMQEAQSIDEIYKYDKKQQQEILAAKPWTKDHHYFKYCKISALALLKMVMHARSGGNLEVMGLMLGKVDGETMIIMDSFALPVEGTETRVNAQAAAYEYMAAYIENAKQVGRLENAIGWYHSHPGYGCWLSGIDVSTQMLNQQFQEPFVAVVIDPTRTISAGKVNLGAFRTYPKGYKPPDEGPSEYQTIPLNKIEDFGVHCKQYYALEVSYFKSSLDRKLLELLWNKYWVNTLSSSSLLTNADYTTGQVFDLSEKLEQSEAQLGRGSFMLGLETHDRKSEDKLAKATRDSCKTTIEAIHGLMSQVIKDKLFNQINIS
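Assay system: purified human Csn5 enzyme expressed in HEK293T cells; measure: % inhibition; also added: SCFSkp2-Nedd8OG substrate at 10 nM final; technique: fluorescence polarization; times: reaction 90 min, room temperature; medium: Tris buffer pH 7.5, NaCl, DTT, Tween-20, trehalose, ovalbumin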
NadD inh = blocks S. aureus nicotinate mononucleotide adenylyltransferase; hit rate 0.78% among 360,000; AID 602399; purified NadD enzyme, colorimetric absorbance read-out; inhibition, % at 20 µM; in the data active = inhibition above about 26%; note: some compounds past the cut are filed as inactive
Rin1-Abl PPI inh = human Rin1-Abl interaction inhibition; P00519+Q13671; TR-FRET Rin1/Abl binding, biochemical; inhibition, % at 7.35 µM; hit rate 0.4% among 360,000; in the data active = inhibition above about 5%, passing the limit was not always enough
FAS TE block = FAS thioesterase (human) inhibition. P49327. inhibition, % at 15 µM. hit rate 0.67% among 360,000. recombinant FAS-TE, OMFH fluorogenic substrate, fluorescence endpoint;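 active = compounds whose normalised, plate-corrected inhibition of enzyme fluorescence in the single-dose primary screen is 50% or more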;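 note: 0% = DMSO with enzyme and 100% = substrate without enzyme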
MT1-MMP act inh = blocks activation of human MT1-MMP; P50281; HT1080 RFP-PRO-GFP cells, GFP/RFP ratio fluorescence, overnight; percent of plate control window, DMSO zero; GFP/RFP ratio change, % at 20 µM; hit rate 0.061% among 360,000;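 active = GFP/RFP ratio change of at least 30% with cell ATP level not reduced by more than half and red fluorescence within 50% of control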; note: strong numbers were not always called active
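Test system: HT1080 RFP-PRO-GFP cells; Benchmarks: DMSO and RFP-L50D-GFP cell wells; Timing: cells overnight before dosing, compound overnight, 37 °C, 5% CO2; Compound: one 20 µM compound dose with 1% DMSO; Read-out: GFP/RFP fluorescence ratio.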
MLLE-PAM2 inh = blocks PAM2 peptide binding to the PABP1 MLLE domain; P11940; GST-MLLE / FITC-PAM2 fluorescence polarization; inhibition, % at 20 µM; hit rate 0.36% among 360,000; AID 588489; in the data active = inhibition above about 35%, passing the limit was not always enough;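 note: plate controls were DMSO wells with GST-MLLE for no effect and wells lacking GST-MLLE protein for full effect; some results filed as inactive read as strong as hits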
Target sequence (P11940 whole entry, looked up, the tested form may be a part): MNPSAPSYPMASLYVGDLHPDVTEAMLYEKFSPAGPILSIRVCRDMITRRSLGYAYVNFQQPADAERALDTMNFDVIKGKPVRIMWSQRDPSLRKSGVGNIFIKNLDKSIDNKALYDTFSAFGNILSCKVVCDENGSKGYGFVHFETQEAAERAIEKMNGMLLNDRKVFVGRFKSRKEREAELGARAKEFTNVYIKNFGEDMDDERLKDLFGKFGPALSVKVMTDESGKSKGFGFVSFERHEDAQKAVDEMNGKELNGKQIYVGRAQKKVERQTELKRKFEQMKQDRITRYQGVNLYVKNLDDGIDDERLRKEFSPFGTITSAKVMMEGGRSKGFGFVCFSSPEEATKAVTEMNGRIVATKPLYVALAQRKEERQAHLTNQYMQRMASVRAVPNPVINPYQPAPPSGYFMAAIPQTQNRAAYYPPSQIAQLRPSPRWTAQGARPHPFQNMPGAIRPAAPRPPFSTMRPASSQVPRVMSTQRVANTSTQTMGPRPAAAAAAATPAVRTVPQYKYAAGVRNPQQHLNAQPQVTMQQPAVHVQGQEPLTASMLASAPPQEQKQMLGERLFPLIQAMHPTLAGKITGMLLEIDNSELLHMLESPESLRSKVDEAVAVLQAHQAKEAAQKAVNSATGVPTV
SKN-1 inh = C. elegans SKN-1 inhibition | C. elegans VP596 Pgst-4::GFP/RFP ratio, acrylamide-induced, 24 h | inhibition, % at 21.8 µM | hit rate 0.49% among 360,000 | AID 624304;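 active = interference check ratio from 0.5 to 1.5 plus GFP to RFP signal ratio inhibition reaching or exceeding a fixed threshold, cut at about 30% in these data, passing the limit was not always enough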; note: some compounds called inactive have numbers as strong as hits
* marks the source's active call; other numbers are inactive results; i = inactive; . = not tested or not shown; + = active, no number.

Structure,Rpn11 block,Neddylation inh,CSN inh,NadD inh,Rin1-Abl PPI inh,FAS TE block,MT1-MMP act inh,MLLE-PAM2 inh,SKN-1 inh
Cc1sc2ncnc(N(C)Cc3cccs3)c2c1C,i,i,4,-5,0,11,-3,1,0
Cc1cc(C(=O)Nc2ccccc2C)n(-c2ccccc2)n1,i,i,1,-5,3,-4,4,3,2
Cc1ccc(S(=O)(=O)NC(=O)c2ccccc2)cc1C(C)C,i,i,-15,-4,2,2,-2,-1,2
CC1(C)C2(C#N)C(=O)NC(=O)C12C#N (stereo not given),i,i,2,-3,-2,-9,3,14,5
O=C(Nc1ccccc1N1CCN(C(=O)c2ccccc2)CC1)c1ccco1,i,i,-8,2,0,0,-1,1,-1
O=C(Nc1ccccc1)c1ccncc1,i,i,3,0,5,-8,1,6,-3
COc1ccc(CN=C(NS(=O)(=O)c2cccs2)SC)cc1,i,i,0,-14,-2,-11,0,-2,-2
CC(=O)C1=C(C)N(CC2CC2)C(=O)N[C@H]1c1cccs1,i,i,1,-1,3,-12,3,7,10
CCc1ccc(NC(=O)C(=O)NCCN2CCN(S(=O)(=O)c3ccccc3)CC2)cc1,i,i,3,-2,-1,-6,1,-10,6
N#CC(C(=O)OC1CCCCC1)c1nc2ccccc2nc1N1CCOCC1 (stereo not given),i,.,5,-5,2,22,-5,-3,-40
Cc1cc(C)nc(NC(N)=NCCc2c[nH]c3ccccc23)n1,i,i,3,-9,1,-11,-12,-5,6
COc1ccc(NC(=O)Nc2cc(NC(=O)Nc3ccc(OC)cc3)c(C)nc2C)cc1,i,i,-2,-1,1,-11,-1,-13,4
CCCCn1c(SCC(=O)Nc2cc(C)on2)nnc1-c1cccs1,i,i,-1,0,1,0,0,-1,13
COc1ccccc1C(=O)OCc1c(-c2ccccc2)ncc2ccccc12,i,i,-1,0,4,15,2,12,13
Cc1cc(C(=O)Cn2nnc3ccccc3c2=O)c(C)n1-c1ccccc1F,i,i,4,-7,2,12,10,3,-12
Cc1nc(C(F)(F)F)ccc1C(=O)N1CCC1(C)C(=O)NS(=O)(=O)c1ccc2ccccc2c1 (stereo not given),i,i,-1,2,4,-3,-2,-10,9
CCCn1c(C)cc(/C=C(\C#N)C(=O)OCC(=O)Nc2cccc(S(N)(=O)=O)c2)c1C,i,+,-2,17,0,-2,8,-1,-14
NS(=O)(=O)c1cccc(NC(=S)NCc2ccccc2)c1,i,i,1,8,-2,-2,4,-14,-2
CC(Sc1nccn1C)C(=O)Nc1ccc(C(N)=O)cc1 (stereo not given),i,i,5,0,10*,-8,2,10,10
O=C1CCCN1CCCNC(=S)Nc1ccc(Br)cc1Cl,i,i,-2,-1,-1,0,1,17,-4
CNC(=O)CCSc1ccc(C)cc1,i,i,-3,2,-1,-6,3,8,-6
Cc1cnc(C(=O)OC(C)C(=O)Nc2cccc3ccccc23)cn1 (stereo not given),i,i,0,-2,-1,-5,-3,-19,6
CCCNC(=O)N(C)C[C@@H]1Oc2cc(Br)ccc2S(=O)(=O)N([C@@H](C)CO)C[C@H]1C,i,i,0,2,1,-4,3,0,1
Cc1ccc2nc(SCC(=O)NC3CCCC3)[nH]c2c1,i,i,-4,2,3,-3,-2,-12,19
O=C(CSc1nnc(-c2c[nH]c3ccccc23)n1CC1CCCO1)Nc1ccc2c(c1)OCCO2 (stereo not given),i,i,0,-4,1,-5,-3,-19,10
COC(=O)c1ccc(-c2noc(CN(C)Cc3ccncc3C)n2)cc1,i,i,3,3,3,-4,-2,-10,-4
CC1=CC(=O)C(C(C)C)=C/C1=N/OS(=O)(=O)c1ccccc1,i,i,1,-6,-1,26,-19,3,-14
CCCCC(Sc1nc(N)c(NC(=O)c2ccc(OC)cc2)c(=O)[nH]1)C(=O)O (stereo not given),i,i,-4,4,2,-4,1,-5,-1
Clc1ccc(-c2noc(CSc3nnc(-c4ccncc4)n3-c3ccccc3)n2)cc1,i,i,-1,0,4,16,-1,-5,4
O=C(NCc1nc2ccccc2[nH]1)C1=C[C@H](c2coc3ccccc3c2=O)C[C@H](OCc2ccc(CO)cc2)O1,i,i,1,15,2,2,6,-2,-11
CCOc1ccc2nc(N(CCCN(C)C)C(=O)c3ccc(C(=O)c4ccccc4)cc3)sc2c1,i,i,0,7,5,10,-3,2,-12
O=C(/C=C/c1cccs1)Nc1scc(-c2ccccc2)c1C(=O)O,i,i,7,14,0,0,15,-4,26
C(=N\N1CCN(Cc2ccccc2)CC1)/c1ccccc1,i,i,4,-3,-5,-2,0,4,-2
C#CCOCCOCCOCCNc1nc(N2CCN(C(=O)[C@H](CC(N)=O)n3cc([C@@H](N)CC(N)=O)nn3)CC2)nc(N2CCN(C(=O)[C@H](CC(N)=O)n3cc([C@@H](N)CC(N)=O)nn3)CC2)n1,i,i,-1,3,2,-6,0,-5,-3
C=CS(=O)(=O)N(Cc1ccc(Cl)c(Cl)c1)C[C@@H](O)CO,i,i,1,-4,-1,-5,7,2,5
O=C(c1ccco1)N(Cc1ccco1)Cc1cc2ccccc2[nH]c1=O,i,i,-1,0,1,-3,1,9,10
CSc1ccc(CCNC(=O)CSc2ccsc2[N+](=O)[O-])cc1,i,i,3,3,0,-3,-10,3,3
O=C(CCN1CCc2ccccc2C1)Nc1ccccc1F,i,i,-3,5,-5,-1,1,11,10
O=C(NN=Cc1ccccc1O)C(O)c1ccccc1 (stereo not given),i,.,-3,-3,0,-2,-1,2,-7
O=C1c2ccccc2C(=O)N1CC1c2ccccc2CCN1C(=O)C1CCCCC1 (stereo not given),i,i,-2,-2,0,14,-4,-7,6
Cc1ccc(C)c(S(=O)(=O)N2CC(=O)Nc3ccccc32)c1,i,i,1,1,-1,-1,1,3,-15
Cn1nc(-c2ccc(C(=O)O)cc2)c2ccccc2c1=O,i,i,-3,-2,-3,-8,7,-2,7
COc1cc(-c2noc(C)c2C#CC2(N)CCCCC2)cc(OC)c1OC,i,i,1,-8,1,-5,8,2,-2
CC1CCc2nn(CC(=O)NCCN3CCCCC3C)cc2C1 (stereo not given),i,i,-2,-5,-4,-4,-1,17,-5
CC(C)(C)NC(=O)C(c1cc2ccccc2o1)n1c(-c2ccc(-c3ccccc3)cc2)nc2ccccc21 (stereo not given),.,.,19,.,.,.,-12,.,21
CCc1ccccc1NC(=S)Nn1cnnc1,i,i,2,-2,2,-8,-4,26,-15
CC(C)c1ccc(CC(=O)N2CCC2(C)C(=O)Nc2ccc3c(c2)OCCO3)cc1 (stereo not given),i,i,-4,-6,-3,14,3,-12,0
Cc1ccccc1S(=O)(=O)N1[C@@H](c2ccc(Br)cc2)C(C(=O)O)=CC[C@H]1c1ccc(Cl)cc1,i,i,6,11,0,14,-1,-4,-21
Cc1cc(C(=O)OCC(=O)N(C)c2ccccc2)c2ccccc2n1,i,i,0,1,-1,-6,-2,13,13
O=C(CCCN=C1NS(=O)(=O)c2ccccc21)Nc1ccc(Cl)cc1,i,i,3,1,1,-2,-2,7,8
Cc1ccc(S(=O)(=O)N2CC(=NN=C(N)N)C2)cc1,i,i,-2,-3,-3,-2,4,-11,7
Cc1nc2c(C(=O)NCc3ccc4c(c3)OCO4)c[nH]n2c(=O)c1Cc1ccccc1F,i,i,-2,29,-5,10,-7,2,-4
Cc1ccc(CC2CC(=O)N(c3ncccn3)C2=O)cc1 (stereo not given),i,i,-2,-3,0,-6,0,-13,-4
Cc1ccc(NS(=O)(=O)c2cccc(C(=O)NNC(=O)NC3CCCCC3)c2)c(C)c1,i,i,-9,0,-1,-4,3,-11,5
Fc1ccc(-c2csc(-c3ccc(C4SCCS4)cc3)n2)cc1F,i,i,-1,5,0,33,7,39,-3
Oc1ccc(-c2nc3ccccn3c2NCc2ccco2)cc1,i,.,-2,-6,3,-14,.,3,-6
CN(C)/C=C1\C(=O)ON=C1c1ccccc1,i,i,-2,-7,-1,-8,1,7,3
COC(=O)[C@@H]1CC[C@@](C)(c2ccc(OC)cc2)C1(C)C,i,i,3,-2,5,17,1,2,-5
COc1cccc(C(=O)NCCCNC(=O)c2ccccn2)c1,i,i,5,-2,4,-3,0,3,7
COC(=O)c1ccccc1NC1OC(=O)c2ccccc21 (stereo not given),i,i,6,-2,1,-10,2,-8,-1

A stretch from further up, for reference:
Structure,Rpn11 block,Neddylation inh,CSN inh,NadD inh,Rin1-Abl PPI inh,FAS TE block,MT1-MMP act inh,MLLE-PAM2 inh,SKN-1 inh
COC(=O)[C@@H]1CC[C@@](C)(c2ccc(OC)cc2)C1(C)C,i,i,3,-2,5,17,1,2,-5
COc1cccc(C(=O)NCCCNC(=O)c2ccccn2)c1,i,i,5,-2,4,-3,0,3,7
COC(=O)c1ccccc1NC1OC(=O)c2ccccc21 (stereo not given),i,i,6,-2,1,-10,2,-8,-1

(further entries)
Structure,Rpn11 block,Neddylation inh,CSN inh,NadD inh,Rin1-Abl PPI inh,FAS TE block,MT1-MMP act inh,MLLE-PAM2 inh,SKN-1 inh
CC(C)n1c(=S)[nH]c2scc(-c3cccs3)c2c1=O,i,i,30,30*,-6,4,3,3,10
Cc1cc(OCC(=O)Nc2ccncc2)c(C)cc1Br,i,i,5,-6,5,3,8,2,-17
Cc1onc(-c2ccc(Cl)cc2)c1-c1ccnn1S(=O)(=O)c1ccc(Cl)cc1,i,i,-1,-5,-2,42,-1,2,4
CCN(Cc1ccccc1)S(=O)(=O)c1c(N)n(C)c(=O)n(C)c1=O,i,i,-3,-1,-1,-8,8,16,8
CN(C)CCCN(C(=O)c1ccc2c(c1)CCCC2)c1nc2c(F)cccc2s1,i,i,0,11,0,11,-4,2,-5
COc1ccc(Nc2nc(N)nc(CN3CCN(c4ccc(F)cc4)CC3)n2)cc1,i,i,0,2,-6,-2,8,21,-5
COc1ccc(N2C(=O)N3[C@H](c4ccc(Cl)cc4)[C@@H]4C(=O)N(C5CCCCC5)C(=O)[C@@H]4[C@]3(Cc3ccc(Cl)cc3)C2=O)cc1,i,i,0,5,3,88*,3,1,18
Cc1cc(NC(=O)c2ccc(F)cc2F)n(-c2nc3ccccc3[nH]2)n1,i,i,-1,15,-2,-1,2,8,2
N#Cc1nc(COc2ccc(Cl)cc2)oc1NCc1ccc2c(c1)OCO2,i,i,-1,-6,-1,33,3,-2,20
CN(CCC#N)Cc1cc(=O)oc2ccc3ccccc3c12,i,i,-3,-6,-7,4,-5,-5,-7
CNC(=O)NC(=O)CSc1nc2cc(C(=O)OC)ccc2c(=O)n1-c1ccccc1,i,i,1,6,3,-4,5,0,0
COc1ccc(NS(=O)(=O)c2ccc(C(=O)N3CCCCCC3)cc2)cc1,i,i,-7,1,2,0,5,10,-1
Cc1cc(C)nc(SC(C)C(=O)O)n1 (stereo not given),i,i,-3,-1,-4,-5,-1,-10,11
COc1cccc(NC(=O)CN(C)C(=O)/C=C/c2ccc3ccccc3n2)c1,i,i,7,-1,0,0,-10,-5,16
Cc1cc(SCC(=O)c2ccccc2)nc(C)n1,i,i,4,-1,-1,-3,4,25,-26

Source: PubChem BioAssay
